Bioassay records as filed in PubChem BioAssay.
EBNA-1 inh – EBNA-1 DNA-binding inhibitors, primary screen, biochemical, fluorescence polarization; inhibition, % at 14.8 µM; AID 1950, 2009; 0.34% of 300,000 active; in the data active = inhibition above about 28%
PAFAH2 FP inh – PAFAH2 enzyme inhibitors, primary screen, biochemical, fluorescence polarization, human. inhibition, % at 3.39 µM. Platelet-activating factor acetylhydrolase 2, cytoplasmic (Homo sapiens), Q99487. recombinant PAFAH2, FP-rhodamine activity probe. 0.99% of 340,000 active. AID 492956, 2010;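 active = inhibition above the mean over all tested compounds plus 3 SD, cut at about 30% in these data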;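 note: inhibitors block probe labeling of enzyme so polarization drops; 0% = enzyme with DMSO and 100% = wells lacking PAFAH2 protein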
pPAFAH FP inh – pPAFAH enzyme inhibitors, primary screen, biochemical, fluorescence polarization, human | recombinant pPAFAH, FP-rhodamine probe fluorescence polarization | inhibition, % at 3.39 µM | Platelet-activating factor acetylhydrolase (Homo sapiens), Q13093 | 1.5% of 330,000 active;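 active = inhibition above the mean inhibition across the screen plus 3 SD, cut at about 25% in these data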;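 note: inhibitors block binding of the rhodamine activity-based probe so polarization drops; 0% = enzyme with DMSO and 100% = wells lacking pPAFAH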
PAFAH1B2 FP inh – PAFAH1B2 enzyme inhibitors, primary screen, biochemical, fluorescence polarization, human. 1.2% of 340,000 active. Platelet-activating factor acetylhydrolase IB subunit alpha2 (Homo sapiens), P68402. recombinant PAFAH1B2, FP-rhodamine activity probe. inhibition, % at 3.39 µM. AID 492953, 2010;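 active = inhibition above the mean of all tested compounds plus 3 SD, cut at about 24% in these data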;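 note: 0% = enzyme with DMSO and 100% = wells lacking PAFAH1B2; many of its hits are not listed in these tables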
Target sequence (P68402 whole entry, looked up): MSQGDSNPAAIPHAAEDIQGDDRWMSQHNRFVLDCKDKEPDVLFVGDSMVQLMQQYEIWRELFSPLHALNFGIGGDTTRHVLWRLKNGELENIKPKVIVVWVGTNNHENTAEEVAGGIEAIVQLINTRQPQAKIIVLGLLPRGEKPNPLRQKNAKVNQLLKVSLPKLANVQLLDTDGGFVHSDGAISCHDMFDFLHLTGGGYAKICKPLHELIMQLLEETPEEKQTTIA
LYPLA2 inh – LYPLA2 inhibitors, primary screen, counter-screen for PME1 inhibitor project, biochemical, fluorescence polarization, FP-Rh probe ABPP; 0.38% of 320,000 active; recombinant LYPLA2; AID 2177, 2009; Acyl-protein thioesterase 2 (Homo sapiens), O95372; inhibition, % at 5.9 µM;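 active = inhibition above the screen-wide mean plus 3 SD, limit set per campaign, cut at about 26% in these data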;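 note: 0% = LYPLA2 with DMSO and 100% = wells lacking LYPLA2 enzyme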
Target sequence (O95372 whole entry, looked up): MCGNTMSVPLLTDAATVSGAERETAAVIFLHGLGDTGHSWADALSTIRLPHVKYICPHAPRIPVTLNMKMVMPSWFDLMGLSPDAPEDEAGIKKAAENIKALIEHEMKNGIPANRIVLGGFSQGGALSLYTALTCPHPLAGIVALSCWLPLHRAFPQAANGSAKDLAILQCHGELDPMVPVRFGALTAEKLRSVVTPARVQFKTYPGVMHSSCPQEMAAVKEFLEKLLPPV
LYPLA1 counter – LYPLA1 inhibitors, primary screen, counter-screen for PME1 inhibitor project, biochemical, fluorescence polarization, FP-Rh probe ABPP | inhibition, % at 5.9 µM | 0.16% of 320,000 active | recombinant LYPLA1 | Acyl-protein thioesterase 1 (Homo sapiens), O75608;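 active = inhibition above the mean of all tested compounds plus 3 SD, set per campaign, cut at about 14% in these data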;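 note: inhibitors block serine hydrolase probe labeling of LYPLA1 so polarization falls; 0% = enzyme with DMSO and 100% = wells lacking LYPLA1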
PREPL inhibitor – PREPL enzyme inhibitors, primary screen, biochemical, fluorescence polarization; Prolyl endopeptidase-like (Homo sapiens), Q4J6C6; recombinant PREPL, fluorescence polarization activity-based probe; inhibition, % at 5.96 µM; 0.68% of 320,000 active; in the data active = inhibition above about 43%;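 note: 0% = enzyme with DMSO and 100% = wells lacking enzyme; many of its hits are not listed in these tables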
ZTA counter – ZTA (EBV) inhibition in EBNA-1 counter-screen. 0.15% of 320,000 active. P03206. inhibition, % at 11 µM. ZTA-DNA binding, fluorescence polarization. AID 2234; in the data active = inhibition above about 33%
Target sequence (P03206 whole entry, looked up): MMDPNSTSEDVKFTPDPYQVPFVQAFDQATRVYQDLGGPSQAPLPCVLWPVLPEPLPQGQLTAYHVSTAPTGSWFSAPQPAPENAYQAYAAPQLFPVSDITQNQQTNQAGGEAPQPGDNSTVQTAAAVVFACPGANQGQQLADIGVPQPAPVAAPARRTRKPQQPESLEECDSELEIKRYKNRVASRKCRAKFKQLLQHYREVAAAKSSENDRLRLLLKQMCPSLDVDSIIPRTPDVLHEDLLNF
PAFAH1B3 FP inh – PAFAH1B3 enzyme inhibitors, primary screen, biochemical, fluorescence polarization, human; Platelet-activating factor acetylhydrolase IB subunit alpha1 (Homo sapiens), Q15102; recombinant PAFAH1B3, FP-rhodamine probe; inhibition, % at 3.39 µM; 0.28% of 340,000 active; AID 492972, 2010;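 active = inhibition above the screen-wide average of all tested compounds plus 3 SD, cut at about 25% in these data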;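 note: 0% = enzyme with DMSO only and 100% = wells lacking PAFAH1B3 protein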
Target sequence (Q15102 whole entry, looked up): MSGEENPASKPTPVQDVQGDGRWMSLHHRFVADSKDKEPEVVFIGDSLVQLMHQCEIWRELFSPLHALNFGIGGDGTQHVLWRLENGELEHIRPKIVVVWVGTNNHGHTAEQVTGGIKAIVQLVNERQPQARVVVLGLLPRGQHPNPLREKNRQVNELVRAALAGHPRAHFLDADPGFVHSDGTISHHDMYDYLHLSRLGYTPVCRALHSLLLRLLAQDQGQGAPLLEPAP
* marks the source's active call; other numbers are inactive results; · = no result given. An excerpt. The share of hits here may be higher or lower than overall.

SMILES	EBNA-1 inh	PAFAH2 FP inh	pPAFAH FP inh	PAFAH1B2 FP inh	LYPLA2 inh	LYPLA1 counter	PREPL inhibitor	ZTA counter	PAFAH1B3 FP inh
CCc1c(C)nc2[nH]nc(-c3ccccc3C)n2c1=O	-4	-6	-3	-7	2	-2	-6	2	1
O=C(Cn1nnc(-c2cccs2)n1)Nc1ccccc1C(F)(F)F	13	4	1	-5	2	-1	8	3	3
O=C(Nc1ccc(Cl)cc1)OCc1cncs1	8	7	6	1	3	4	-7	-13	5
Cc1ccc(Cn2c(=N)n(CC(O)c3ccco3)c3ccccc32)cc1 (stereo not given)	7	7	5	1	2	1	-15	4	3
O=c1c2c([nH]c3ccccc13)C(=C1CCCC1)CC2	3	33*	16	9	3	0	8	1	12
CC(=O)N(c1cccc(C)c1)C1SC(=O)N(c2ccccc2)C1=O (stereo not given)	10	12	2	3	-1	-2	4	-17	1
CNCC(O)Cn1c(C(F)(F)F)nc2ccccc21 (stereo not given)	1	8	3	4	9	2	16	-15	1
Cc1nnc(SC(C)C(=O)Nc2nccs2)s1 (stereo not given)	-4	6	9	9	5	1	-1	8	5
CCOc1ccc(OCCn2ccnc2)cc1	-4	-4	-2	2	-2	-1	-14	-3	8
COc1cc(C(=S)N2CCCC2)ccc1OC(=O)c1ccc(Cl)cc1[N+](=O)[O-]	7	-4	9	4	13	-3	37	7	3
COc1ccc(C2=NN(CN3C(=O)C(=O)c4ccccc43)C(c3cccc([N+](=O)[O-])c3)C2)cc1 (stereo not given)	3	3	0	5	8	-3	27	-1	3
CC(C)(C)C1CCC(C(=O)Nc2cccnc2)CC1 (stereo not given)	-9	6	-3	8	9	-2	5	11	-1
c1csc(CNc2ncnc3ccc(-c4ccoc4)cc23)c1	·	-2	7	0	0	1	6	-18	2
COc1ccc(CCNC(=O)c2nnn(CC(=O)Nc3ccc(C)cc3C)c2N)cc1OC	-7	0	18	5	-6	-8	6	-16	1
Cc1c(C(=O)N(Cc2ccc(N(C)C)cc2)CC2CCCO2)oc2ccccc12 (stereo not given)	4	5	9	3	-1	-1	7	6	5
COc1ccc(OC)c(NC(=O)Nc2ccc3c(c2)CCC3)c1	9	3	14	7	0	-8	17	-3	16
Cc1cccc2c1Sc1ccccc1CC2=O	8	-2	6	5	3	1	-5	6	8
CN(CC(=O)Nc1ccc(S(N)(=O)=O)cc1)Cc1ccccc1F	5	-1	-1	-1	-7	0	-6	-11	9
CCOc1ccc(C(=O)Nc2ccc(C(F)(F)F)n(C)c2=O)cc1	-5	4	-2	-3	-1	1	0	4	8
COCc1nnc(NC(=O)c2ccc(S(=O)(=O)N3CCCc4ccccc43)cc2)o1	-1	8	6	6	9	4	-4	6	2
CC(C)CCn1c(SCC(=O)OCn2nnc3ccccc3c2=O)nc2ccccc2c1=O	3	4	2	5	7	3	9	17	-3
CCn1cc(S(=O)(=O)CC(=O)Nc2ccc3c(c2)OCCO3)c2ccccc21	0	4	8	4	5	5	-8	6	3
Cc1cc(C)cc(NC(=O)c2cccc3c2C(=O)N(C2CCCCC2)C3)c1	-8	0	2	-5	3	3	-2	-16	8
CN(C(=O)c1ccc(F)cc1)c1ccccc1C(=O)NCc1ccccc1	5	-2	-3	-2	4	-1	3	-17	19
COc1ccccc1NC(=O)CSc1nncn1-c1cccnc1	9	1	0	-3	2	1	17	0	2

Some of these compounds in order of their number in PREPL inhibitor, high to low.
Compound,PREPL inhibitor
COc1ccccc1NC(=O)CSc1nncn1-c1cccnc1,17
COc1ccc(CCNC(=O)c2nnn(CC(=O)Nc3ccc(C)cc3C)c2N)cc1OC,6
O=C(Nc1ccc(Cl)cc1)OCc1cncs1,-7
CCOc1ccc(OCCn2ccnc2)cc1,-14

Later entries.
SMILES	EBNA-1 inh	PAFAH2 FP inh	pPAFAH FP inh	PAFAH1B2 FP inh	LYPLA2 inh	LYPLA1 counter	PREPL inhibitor	ZTA counter	PAFAH1B3 FP inh
O=[n+]1c2c(n([O-])c3cc(Br)ccc31)CCC2	0	9	9	-2	4	3	1	0	1
COC(=O)c1cccc(NC(=O)c2nn(C)c(=O)c3ccccc23)c1	7	13	-2	5	2	2	-5	3	-1
CCOc1ccccc1CNC(=O)CCNC(=O)Cn1ccc2ccccc2c1=O	5	10	0	3	-2	2	-8	0	8
COc1cc(OC)cc(C(=O)Nc2ccccc2NC(C)=O)c1	-12	9	-7	0	-13	-7	1	-4	5
COc1ccccc1CNC(=O)COC(=O)Cc1c(F)cccc1Cl	-10	0	-1	0	-9	-5	13	-21	-2
COc1ccc(C2SCCN2C(=S)Nc2cccc(C(F)(F)F)c2)cc1 (stereo not given)	-1	6	3	0	-10	-5	1	4	-3
CCn1nc(CCC(=O)O)c2ccccc2c1=O	-2	-10	5	-1	-3	-3	9	4	-1
C/C=C(/C)C(=O)Nc1cccc(C2=NOC3(C2)C[C@H](C(N)=O)N(C(=O)COc2ccc(Cl)cc2)C3)c1 (stereo not given in full)	13	5	4	6	3	0	12	-4	5
Cc1ccc(-c2nnn(CC(=O)N(Cc3ccco3)C(C(=O)NC3CCCC3)c3cccs3)n2)o1 (stereo not given)	6	3	4	-1	2	0	-5	4	8
CC1CCCC(NC(=O)CSc2nnc(N)s2)C1C (stereo not given)	5	1	3	0	3	0	6	1	-1
CCCCN(C(=O)CSc1nn(-c2ccc(F)cc2)c(=S)s1)c1c(N)n(CCCC)c(=O)[nH]c1=O	-7	1	-6	12	-3	3	-1	5	-1
Cc1cccc(/C=N/NC(=O)NC2CCCCC2)c1	9	5	9	3	-2	1	7	4	-2
Cc1cnc([N+](=O)[O-])n1CCOC(=O)NC(=O)c1ccc(C(F)(F)F)cc1	7	2	6	-1	2	4	-5	11	-4
N#CCN=C(c1ccccc1)c1ccccc1	·	1	-3	1	2	1	-1	-5	9
N#CC1CN(C(c2ccccc2)c2ccccc2)C1	-10	-1	1	3	5	6	11	-9	-5
CCOc1ccccc1N1CC(C(=O)NNC(=O)c2ccc(F)cc2)CC1=O (stereo not given)	-9	1	-2	3	2	3	0	5	0
Cn1c(SCc2ccc(F)cc2Cl)nc2ccccc2c1=O	·	-7	-5	-1	7	1	5	-2	1
CCC1Oc2ccccc2N(CC(=O)NCCCN2CCCCC2CC)C1=O (stereo not given)	8	2	1	-3	1	1	0	8	-2
O=C(COC(=O)c1ccc(OC(F)F)cc1)NCCNC(=O)COC(=O)c1ccc(OC(F)F)cc1	-10	0	-2	3	4	0	1	3	-3
CCCCc1cc(=O)oc2cc(OCC(=O)NCCN3CCOCC3)c(Cl)cc12	1	5	0	-3	11	3	7	-15	4
O=[N+]([O-])c1ccccc1/C=C\C=N\N1CCN(c2ccccc2)CC1	-15	4	4	9	40*	10	18	-9	5
Cc1cc(C=NCCO)c(C)n1-c1cc(Cl)ccc1Cl	4	2	3	-2	-6	0	-11	1	4
CCCCn1c(CCC(=O)O)nc2c1c(=O)[nH]c(=O)n2CCC	5	-1	4	-3	0	0	5	4	3
O=C(C1=COCCO1)N(Cc1nnc(-c2ccccc2Cl)o1)C1CC1	·	4	3	3	4	2	8	-15	5
CCCC(=O)Nc1nc2ccc(NC(=O)c3ccc(Br)o3)cc2s1	11	0	3	-1	-11	-4	13	6	3

Some of the entries so far, with values under each structure.
Sequence of screens – EBNA-1 inh | PAFAH2 FP inh | pPAFAH FP inh | PAFAH1B2 FP inh | LYPLA2 inh | LYPLA1 counter | PREPL inhibitor | ZTA counter | PAFAH1B3 FP inh
CN(CC(=O)Nc1ccc(S(N)(=O)=O)cc1)Cc1ccccc1F
    5 | -1 | -1 | -1 | -7 | 0 | -6 | -11 | 9
O=[N+]([O-])c1ccccc1/C=C\C=N\N1CCN(c2ccccc2)CC1
    -15 | 4 | 4 | 9 | 40* | 10 | 18 | -9 | 5
Cc1cc(C=NCCO)c(C)n1-c1cc(Cl)ccc1Cl
    4 | 2 | 3 | -2 | -6 | 0 | -11 | 1 | 4
Cc1nnc(SC(C)C(=O)Nc2nccs2)s1 (stereo not given)
    -4 | 6 | 9 | 9 | 5 | 1 | -1 | 8 | 5
O=C(COC(=O)c1ccc(OC(F)F)cc1)NCCNC(=O)COC(=O)c1ccc(OC(F)F)cc1
    -10 | 0 | -2 | 3 | 4 | 0 | 1 | 3 | -3
COc1ccccc1CNC(=O)COC(=O)Cc1c(F)cccc1Cl
    -10 | 0 | -1 | 0 | -9 | -5 | 13 | -21 | -2
COc1ccc(C2SCCN2C(=S)Nc2cccc(C(F)(F)F)c2)cc1 (stereo not given)
    -1 | 6 | 3 | 0 | -10 | -5 | 1 | 4 | -3

Back to the main list, starting two compounds before the break.
SMILES	EBNA-1 inh	PAFAH2 FP inh	pPAFAH FP inh	PAFAH1B2 FP inh	LYPLA2 inh	LYPLA1 counter	PREPL inhibitor	ZTA counter	PAFAH1B3 FP inh
O=C(C1=COCCO1)N(Cc1nnc(-c2ccccc2Cl)o1)C1CC1	·	4	3	3	4	2	8	-15	5
CCCC(=O)Nc1nc2ccc(NC(=O)c3ccc(Br)o3)cc2s1	11	0	3	-1	-11	-4	13	6	3
CCc1ccc(NC(=O)CSc2nc(=O)n3cc(C)ccc3n2)cc1	2	4	-1	4	11	2	7	2	6
CN(C)CCN1C(=O)C(=O)/C(=C(/O)c2ccc(F)cc2)C1c1ccccc1F (stereo not given)	3	5	-1	0	-3	-2	-8	4	-1
COCCNC(=O)C1CCCN(S(=O)(=O)c2c(C)noc2/C=C/c2cccs2)C1 (stereo not given)	8	-5	2	1	6	2	4	19	7
Cc1cc(C(=O)Nc2cccc(S(=O)(=O)N3CCCCC3)c2)c2ccccc2n1	7	5	0	3	3	-6	19	-2	1
O=C(NCc1ccccc1Cl)C1CCN(c2ncnc3c2nc2n3CCCCC2)CC1	6	1	4	-1	6	4	7	-3	4
CC(=O)c1c(C)[nH]c(-c2ccccc2)nc1=S	-13	-4	6	1	5	4	0	-8	5
CC(C)(C)c1cc(NC(=O)COC(=O)c2ccc3c(=O)n4c(nc3c2)CCC4)n(-c2ccccc2)n1	3	0	-2	-3	7	14	5	2	16
O=C1/C(=C\c2ccccc2Cl)SC(=S)N1CCC(=O)N1CCCc2ccccc21	4	-5	6	1	-1	1	-30	7	5
FC(F)(F)c1cc(-c2ccccc2)nc(NC2CCCC2)n1	-18	-2	-3	2	-9	-1	-1	-3	8
CSc1ncccc1C(=O)OCC(=O)NC(C)C	-2	2	-4	3	-7	2	-11	5	12

An excerpt of these results, with values under each structure.
Every second line gives: EBNA-1 inh, PAFAH2 FP inh, pPAFAH FP inh, PAFAH1B2 FP inh, LYPLA2 inh, LYPLA1 counter, PREPL inhibitor, ZTA counter, PAFAH1B3 FP inh
> CCn1nc(CCC(=O)O)c2ccccc2c1=O
 : -2, -10, 5, -1, -3, -3, 9, 4, -1
> COCc1nnc(NC(=O)c2ccc(S(=O)(=O)N3CCCc4ccccc43)cc2)o1
 : -1, 8, 6, 6, 9, 4, -4, 6, 2
